Compound activity (PubChem)
KCNQ1 act: potentiators or activators of human KCNQ1 potassium channel | P51787 | B-score at 10 µM | CHO-K1 KCNQ1, thallium flux FluxOR fluorescence; hits give high values | 0.35% of 310,000 active;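 active = fluorescence ratio B-score, a plate-corrected score, at least three library SD, with initial intensity B-score within 5 SD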
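Assay system: CHO-K1 cells stably expressing KCNQ1; Medium: assay buffer with matched DMSO; Also added: K+/Tl+ depolarizing stimulus; Dosing: single dose; Timing: dye 90 min, compound 20 min, room temperature; Measured by: kinetic FluxOR thallium fluorescence, 10-s 1-Hz baseline, 110-s post-stimulus read; Read-out: peak-minus-minimum fluorescence over initial fluorescence, negative-control normalized, B-scored.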
GSK3beta inhib: blocks human GSK3beta kinase activity | P49841 | GST-GSK3beta kinase, ADP-Glo luminescence, 60 min; hits give low values | activity score (negative = inhibition), % at 10 µM | 0.038% of 300,000 active | AID 2097;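 active = more than half of replicate wells score below -50%, meaning over 50% inhibition versus plate controls; inconclusive = some replicates but at most half score below -50%; inactive = no replicate scores below -50%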;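 note: 0% = median DMSO wells and -100% = median GW8510 positive control wells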
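test system = GST-tagged human GSK3beta kinase, cell-free | reagent = 25 µM ATP with peptide substrate | dosing = one dose of 10 µM per compound | schedule = 60 min reaction, RT | detection = luminescent ADP-Glo measurement of ADP formed | control set = DMSO neutral wells and GW8510 at 20 µM as positive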
KCNK9 inh: inhibitors of human KCNK9 two-pore domain potassium channel. B-score at 10 µM. HEK293 KCNK9, FluxOR thallium flux fluorescence; hits give low values. 1.2% of 310,000 active. Q9NPC2;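 active = ratio B-score over 3 SD below the library mean, with starting fluorescence within 5 SD of its mean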;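 note: negative B-score means less thallium flux so channel inhibition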
Target sequence (Q9NPC2 whole entry, looked up, the tested form may be a part): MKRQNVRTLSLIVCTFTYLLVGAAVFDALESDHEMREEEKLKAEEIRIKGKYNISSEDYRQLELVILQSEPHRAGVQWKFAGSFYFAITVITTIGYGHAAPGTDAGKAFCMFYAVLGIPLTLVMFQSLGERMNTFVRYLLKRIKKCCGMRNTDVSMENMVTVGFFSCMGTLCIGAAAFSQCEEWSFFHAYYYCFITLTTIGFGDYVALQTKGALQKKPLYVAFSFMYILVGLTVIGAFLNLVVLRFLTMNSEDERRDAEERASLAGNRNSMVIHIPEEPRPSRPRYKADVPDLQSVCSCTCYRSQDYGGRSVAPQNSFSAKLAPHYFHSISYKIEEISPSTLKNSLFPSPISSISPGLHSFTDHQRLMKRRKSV
PolyA inhibitor: blocks polyadenylation in yeast reporter cells; S. cerevisiae SKY197-pL101 polyadenylation reporter, beta-gal luminescence; efflux-impaired pdr1/pdr3 knockout yeast; score 100 = 6 SD above DMSO; calls only at 12 µM; 0.02% of 300,000 active;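 active = lowest replicate activity score at least 50, where 100 means six control SD above control mean; inconclusive = lowest score under 50 but half or more replicates reach 50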;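 note: yeast exposed to compound for 9 h at 30 °C; higher score means more reporter readthrough which indicates perturbed polyadenylation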
hERG rescue: compounds protecting human hERG from proarrhythmic drug block; 0.51% of 310,000 active; AID 1511; activation (rescue from dofetilide block), less the hit threshold, % at 10 µM; CHO-hERG, FluxOR thallium flux, dofetilide IC70 present;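 active = activation above the mean of controls blocked by dofetilide plus 5 SD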;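 note: thallium influx through hERG after potassium depolarization seen as dye fluorescence rise; in these data hits start at about 4.7%; inactives centre near -7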
RGS4 pot: potentiators or activators of RGS4; HEK293 M3R/inducible RGS4, carbachol calcium flux Fluo4; hits give low values; B-score at 10 µM; 0.92% of 310,000 active; AID 463111;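 active = B-score of the integrated calcium signal more than 4 SD below the library mean, with starting fluorescence not abnormally high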;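 note: negative B-score means reduced calcium response which marks RGS4 activation or potentiation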
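Test system: HEK293 cells with stable M3R and inducible RGS4; also added: carbachol at ECmax as muscarinic agonist stimulus; schedule: dye loading 30 min 37 °C, buffer rest 30 min RT; technique: kinetic calcium fluorescence imaging with Fluo4-AM dye, 2 µM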
GSK3A inh: blocks human GSK-3 alpha kinase; P49840; ADP-Glo luminescence, 60 min; inhibition, % at 10 µM; AID 2650; 0.1% of 320,000 active;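 in the data active = inhibition above about 50%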;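 note: GST-tagged GSK-3 alpha with peptide substrate and 25 µM ATP; 0% = DMSO neutral wells and 100% = GW8510 positive control wells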
HDAC3 inhib: inhibitors of human histone deacetylase 3; O15379; recombinant HDAC3, fluorogenic peptide/trypsin coupled, fluorescence; inhibition, % at 8.3 µM; 0.15% of 320,000 active; in the data active = inhibition above about 26%, passing the limit was not always enough; inconclusive = no clear call, values can overlap the other calls
Target sequence (O15379 whole entry, looked up): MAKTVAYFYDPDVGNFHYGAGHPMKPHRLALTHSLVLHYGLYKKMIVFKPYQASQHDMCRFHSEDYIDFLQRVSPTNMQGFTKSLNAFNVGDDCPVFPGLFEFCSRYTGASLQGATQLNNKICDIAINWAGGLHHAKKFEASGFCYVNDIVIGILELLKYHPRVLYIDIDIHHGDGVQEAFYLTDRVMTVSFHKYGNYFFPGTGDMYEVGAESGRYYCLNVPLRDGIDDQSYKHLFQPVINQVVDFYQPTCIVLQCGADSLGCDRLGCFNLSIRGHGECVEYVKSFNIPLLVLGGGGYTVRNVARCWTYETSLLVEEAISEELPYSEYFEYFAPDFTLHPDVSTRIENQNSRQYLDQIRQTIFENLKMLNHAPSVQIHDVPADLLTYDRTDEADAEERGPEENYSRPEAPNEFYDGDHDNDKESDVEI
KCNQ1 inh: blocks the human KCNQ1 potassium channel | CHO-K1 KCNQ1, FluxOR thallium flux fluorescence; hits give high values | B-score at 10 µM | 1.3% of 310,000 active;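 active = compounds whose thallium flux B-score, printed positive for inhibition, exceeds three library SD while starting fluorescence stays within three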;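 note: channel opened by potassium depolarization with thallium stimulus after 20 min compound exposure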
Dyrk1A ADPGlo: blocks rat Dyrk1A kinase activity; Q63470; AID 504441; inhibition, % at 12.5 µM; 0.43% of 310,000 active; ADP-Glo luminescence, NFATc1 peptide; in the data active = inhibition above about 50%;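 note: plate controls were vehicle with enzyme for no effect and no enzyme for full effect; many of its hits are not listed in these tables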
KCNK3 block: human KCNK3 channel inhibition, primary screen. O14649. CHO-KCNK3 thallium flux, FluxOR fluorescence; hits give low values. B-score at 10 µM. 0.84% of 340,000 active. AID 602410;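 active = B-score under library mean minus 4 SD, starting fluorescence ratio at most library mean plus 5 SD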;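 note: more negative B-score means stronger inhibition of thallium flux through KCNK3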
* hit, by the source's call. This is a subset. The share of hits here may be higher or lower than overall.

What do the screens show for `COc1cccc(CN2CCNC(=O)C2CC(=O)NCCCn2ccnc2)c1` (stereo unspecified)?
KCNQ1 act: inactive; GSK3beta inhib: 0.9; KCNK9 inh: inactive; PolyA inhibitor: inactive; hERG rescue: -5.5; RGS4 pot: inactive; GSK3A inh: -3.6; HDAC3 inhib: 1.1; KCNQ1 inh: inactive; Dyrk1A ADPGlo: -3.6; KCNK3 block: inactive

Results for COc1ccc2cc(S(=O)(=O)N3CCN(C)CC3)ccc2c1 ?
KCNQ1 act: inactive; GSK3beta inhib: -2.5; KCNK9 inh: inactive; PolyA inhibitor: inactive; hERG rescue: -4.1; RGS4 pot: inactive; GSK3A inh: -6.1; HDAC3 inhib: 6.6; KCNQ1 inh: inactive; Dyrk1A ADPGlo: -7.4; KCNK3 block: inactive

Results for O=C(NC1CCCCC1)N(Cc1ccc(F)cc1)Cc1nc2ccccc2c(=O)[nH]1 ?
KCNQ1 act: inactive; GSK3beta inhib: -0.5; KCNK9 inh: inactive; PolyA inhibitor: inactive; hERG rescue: -9.4; RGS4 pot: inactive; GSK3A inh: -0.1; HDAC3 inhib: -3.9; KCNQ1 inh: inactive; Dyrk1A ADPGlo: 8.5; KCNK3 block: inactive

How did COc1cccc(C(=O)Nc2ccc(-n3nncc3C(C)(C)C)cc2)c1 do in these assays?
KCNQ1 act: inactive; GSK3beta inhib: -2.5; KCNK9 inh: inactive; PolyA inhibitor: inactive; hERG rescue: -8.6; RGS4 pot: inactive; GSK3A inh: 0.0; HDAC3 inhib: 3.4; KCNQ1 inh: inactive; Dyrk1A ADPGlo: 1.7; KCNK3 block: inactive

Results for Cc1c(C(=O)O)sc2ncnc(N3CCCCC3C)c12 (stereo unspecified) ?
KCNQ1 act: inactive; GSK3beta inhib: -5.1; KCNK9 inh: inactive; PolyA inhibitor: inactive; hERG rescue: -0.3; RGS4 pot: inactive; GSK3A inh: 18.1; HDAC3 inhib: inconclusive; KCNQ1 inh: inactive; Dyrk1A ADPGlo: -35.4; KCNK3 block: inactive

What do the screens show for `Cc1cc(NS(=O)(=O)c2ccc(NC(=O)Cc3ccccc3)cc2)nc(C)n1`?
KCNQ1 act: inactive; GSK3beta inhib: -3.4; KCNK9 inh: inactive; PolyA inhibitor: inactive; hERG rescue: -6.3; RGS4 pot: inactive; GSK3A inh: 0.3; HDAC3 inhib: -1.2; KCNQ1 inh: inactive; Dyrk1A ADPGlo: -3.4; KCNK3 block: inactive

Results for Fc1cc(F)cc(NC(=S)NCCCN2CCOCC2)c1 ?
KCNQ1 act: inactive; GSK3beta inhib: 0.3; KCNK9 inh: inactive; PolyA inhibitor: inactive; hERG rescue: -8.4; RGS4 pot: inactive; HDAC3 inhib: -6.4; KCNQ1 inh: inactive; Dyrk1A ADPGlo: 0.3; KCNK3 block: inactive

How did CCOC(=O)Cc1nn(Cc2nc(-c3ccc(C)cc3)cs2)c(=O)c2ccccc12 do in these assays?
KCNQ1 act: inactive; GSK3beta inhib: -0.3; KCNK9 inh: inactive; PolyA inhibitor: inactive; hERG rescue: -4.6; RGS4 pot: inactive; GSK3A inh: -1.0; HDAC3 inhib: 8.0; KCNQ1 inh: inactive; Dyrk1A ADPGlo: -0.7; KCNK3 block: inactive

How did CC(C)C(NC(=O)c1ccccc1NC(=O)c1ccccc1)C(=O)NCCCn1ccnc1 (stereo unspecified) do in these assays?
KCNQ1 act: inactive; GSK3beta inhib: -4.1; KCNK9 inh: inactive; PolyA inhibitor: inactive; hERG rescue: -5.2; RGS4 pot: inactive; GSK3A inh: -0.5; HDAC3 inhib: -1.6; KCNQ1 inh: inactive; Dyrk1A ADPGlo: -7.1; KCNK3 block: inactive

Results for CCOCCCNC(=O)C1(O)c2ccccc2NC(=O)N1c1ccc(Cl)c(Cl)c1 (stereo unspecified) ?
KCNQ1 act: inactive; GSK3beta inhib: 0.0; KCNK9 inh: inactive; PolyA inhibitor: inactive; hERG rescue: -9.8; RGS4 pot: inactive; GSK3A inh: -0.5; HDAC3 inhib: -3.9; KCNQ1 inh: inactive; Dyrk1A ADPGlo: -1.9; KCNK3 block: inactive

What do the screens show for `CSc1nc2ccc(S(=O)(=O)N3CCOCC3)cc2s1`?
KCNQ1 act: inactive; GSK3beta inhib: 5.9; KCNK9 inh: inactive; PolyA inhibitor: inactive; hERG rescue: -7.4; RGS4 pot: inactive; GSK3A inh: -4.6; HDAC3 inhib: 1.9; KCNQ1 inh: inactive; Dyrk1A ADPGlo: -4.7; KCNK3 block: inactive

How did CCN1CCN(Cc2ccc(NC(=O)c3ccc(C)c(NC(=O)c4cccc(-c5cn[nH]c(=O)c5)c4)c3)cc2C(F)(F)F)CC1 do in these assays?
KCNQ1 act: inactive; GSK3beta inhib: -3.2; KCNK9 inh: inactive; PolyA inhibitor: inactive; hERG rescue: -8.2; RGS4 pot: inactive; GSK3A inh: 0.7; HDAC3 inhib: 5.3; KCNQ1 inh: inactive; Dyrk1A ADPGlo: 23.2; KCNK3 block: inactive

How did O=C(c1ccc2oc(CCc3ccccc3)nc2c1)N1CCC(O)CC1 do in these assays?
KCNQ1 act: inactive; GSK3beta inhib: 3.9; KCNK9 inh: inactive; PolyA inhibitor: inactive; hERG rescue: -5.9; RGS4 pot: inactive; GSK3A inh: -2.6; HDAC3 inhib: -1.7; KCNQ1 inh: inactive; Dyrk1A ADPGlo: -4.0; KCNK3 block: inactive

What do the screens show for `COc1cc(CN2CCCCCC2)cc(OC)c1`?
KCNQ1 act: inactive; GSK3beta inhib: 3.7; KCNK9 inh: inactive; PolyA inhibitor: inactive; hERG rescue: -8.4; RGS4 pot: inactive; GSK3A inh: 0.7; HDAC3 inhib: 4.6; KCNQ1 inh: inactive; Dyrk1A ADPGlo: -5.6; KCNK3 block: inactive

How did Nc1c(C(=O)N/N=C/c2ccccc2Cl)oc2nc(-c3ccccc3)cc(-c3ccco3)c12 do in these assays?
KCNQ1 act: inactive; GSK3beta inhib: 2.0; KCNK9 inh: inactive; PolyA inhibitor: inactive; hERG rescue: -16.3; RGS4 pot: inactive; GSK3A inh: -0.3; HDAC3 inhib: -4.1; KCNQ1 inh: inactive; Dyrk1A ADPGlo: 10.4; KCNK3 block: inactive

Results for Cc1ccc(-c2noc(-c3ccccc3C(=O)N3CCCC3)n2)cc1 ?
KCNQ1 act: inactive; GSK3beta inhib: -0.8; KCNK9 inh: inactive; PolyA inhibitor: inactive; hERG rescue: -7.9; RGS4 pot: inactive; GSK3A inh: -1.1; HDAC3 inhib: 7.8; KCNQ1 inh: inactive; Dyrk1A ADPGlo: -3.9; KCNK3 block: inactive

What do the screens show for `COc1ccc(C(=O)Nc2ccc3c(c2)CCCN3C(=O)c2cccs2)c(OC)c1`?
KCNQ1 act: inactive; GSK3beta inhib: 0.1; KCNK9 inh: inactive; PolyA inhibitor: inactive; hERG rescue: -13.4; RGS4 pot: inactive; GSK3A inh: -2.2; HDAC3 inhib: 0.4; KCNQ1 inh: inactive; Dyrk1A ADPGlo: -0.3; KCNK3 block: inactive

What do the screens show for `Cc1ccc(OCC(=O)N/N=C/c2cccc3cccnc23)cc1`?
KCNQ1 act: inactive; GSK3beta inhib: -0.2; KCNK9 inh: inactive; PolyA inhibitor: inactive; hERG rescue: -11.3; RGS4 pot: inactive; GSK3A inh: -1.5; HDAC3 inhib: 2.5; KCNQ1 inh: inactive; Dyrk1A ADPGlo: 15.3; KCNK3 block: inactive

What do the screens show for `CC(=O)N[C@@H](Cc1c[nH]c2ccccc12)C(=O)NC1CCCc2ccccc21` (stereo partly specified)?
KCNQ1 act: inactive; GSK3beta inhib: 0.2; KCNK9 inh: inactive; PolyA inhibitor: inactive; hERG rescue: -10.4; RGS4 pot: inactive; GSK3A inh: 3.9; HDAC3 inhib: 2.8; KCNQ1 inh: inactive; Dyrk1A ADPGlo: -2.9; KCNK3 block: inactive

How did COCCC1CCCCN1C(=O)c1cccc(OC2CCN(S(C)(=O)=O)CC2)c1 (stereo unspecified) do in these assays?
KCNQ1 act: inactive; GSK3beta inhib: 2.4; KCNK9 inh: inactive; PolyA inhibitor: inactive; hERG rescue: -3.7; RGS4 pot: inactive; GSK3A inh: -3.7; HDAC3 inhib: 9.9; KCNQ1 inh: inactive; Dyrk1A ADPGlo: 0.1; KCNK3 block: inactive

Results for O=C(COC(=O)C1CCN(S(=O)(=O)c2cccs2)CC1)c1ccccc1 ?
KCNQ1 act: inactive; GSK3beta inhib: -0.1; KCNK9 inh: inactive; PolyA inhibitor: inactive; hERG rescue: -2.7; RGS4 pot: inactive; KCNQ1 inh: inactive; Dyrk1A ADPGlo: -3.9; KCNK3 block: inactive

How did O=C(COc1ccc(Br)cc1CO)Nc1ccc(F)cc1 do in these assays?
KCNQ1 act: inactive; GSK3beta inhib: 4.3; KCNK9 inh: inactive; PolyA inhibitor: inactive; hERG rescue: -5.7; RGS4 pot: inactive; GSK3A inh: -0.5; HDAC3 inhib: 4.8; KCNQ1 inh: inactive; Dyrk1A ADPGlo: 8.2; KCNK3 block: inactive

What do the screens show for `Cc1cccn2c(=O)c3cc(S(=O)(=O)c4ccccc4)c(=N)n(CC4CCCO4)c3nc12` (stereo unspecified)?
KCNQ1 act: inactive; GSK3beta inhib: -6.3; KCNK9 inh: inactive; PolyA inhibitor: inactive; hERG rescue: -3.2; RGS4 pot: inactive; GSK3A inh: -0.2; HDAC3 inhib: -1.1; KCNQ1 inh: inactive

How did COc1cc2c(cc1OC)[C@@H]1Cc3ccc(OC)c(OC)c3CN1CC2 do in these assays?
KCNQ1 act: inactive; GSK3beta inhib: 1.0; KCNK9 inh: inactive; PolyA inhibitor: inactive; hERG rescue: -6.5; RGS4 pot: inactive; GSK3A inh: -1.1; HDAC3 inhib: -4.7; KCNQ1 inh: inactive; Dyrk1A ADPGlo: -0.1; KCNK3 block: inactive

Results for COc1cc2c(cc1NC(=O)CSc1nc3cc(Cl)ccc3s1)oc1ccccc12 ?
KCNQ1 act: inactive; GSK3beta inhib: 2.0; KCNK9 inh: inactive; PolyA inhibitor: inactive; hERG rescue: -3.4; RGS4 pot: inactive; GSK3A inh: -1.3; HDAC3 inhib: 0.6; KCNQ1 inh: inactive; Dyrk1A ADPGlo: -4.1; KCNK3 block: inactive

Results for Cc1cccc(Oc2ccc(C(=O)NC3CCSC3=O)cn2)c1C (stereo unspecified) ?
KCNQ1 act: inactive; GSK3beta inhib: -0.4; KCNK9 inh: inactive; PolyA inhibitor: inactive; hERG rescue: 2.0; RGS4 pot: inactive; GSK3A inh: -0.5; HDAC3 inhib: 0.2; KCNQ1 inh: inactive; Dyrk1A ADPGlo: 1.5; KCNK3 block: inactive
